Rab9 prom act = activators of Rab9 promoter | AID 485297 | Huh7 Rab9 promoter-luciferase reporter, luminescence, 24 h | 320,000 compounds, 2.8% hits | Potency, µM (doses to about 9.22 µM), without a hit: top-dose activation, negative = inhibition, actives largely listed as activators; also: potency is read from the fitted curve at half-maximal effect; % of control where 0% means no effect; nearly all actives have a fitted effect of over 60% in size
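Measured in stably transfected Huh7 cells bearing a Rab9 promoter–luciferase construct: 24 h compound treatment at 37 °C, followed by luminescence detection.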
MBNL1 CUG block = MBNL1-poly(CUG) RNA binding inhibition. Q9NR56. TR-FRET MBNL1-His/biotin-(CUG)12 binding, 665/545 ratio. Potency, µM (highest dose often 57.5 µM), for the others: at the top dose activity change, negative = inhibition, usual class: inhibitors. 280,000 compounds, 0.036% hits. AID 2675; active = well fitted inhibition curve with a large enough effect in the signal ratio, with a control signal flat, not every such curve was filed as active; inconclusive = small, poorly fitted or top-dose-only effect, or effect the other way, or a change in a side signal; inactive = no such curve, though single readings can be large or run the other way; the % refers to the signal ratio; also: potency is read from the fitted curve at half-maximal effect; % is scaled to controls: 0 for no effect and ±100 for the full control effect
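Compounds (final 92 nM to 58 uM) are added to His-tagged MBNL1 and biotin-(CUG)12, then terbium anti-His antibody and streptavidin-XL665 (5 nM final). After 60 min at room temperature, the 665/545 nm ratio is read.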
KCNH2 3.1 block = KCNH2 3.1 (human) potassium channel inhibition; U2OS KCNH2 3.1, thallium flux FluxOr; active compounds read low; activity change, % (tested at about 1.8 µM); 340,000 compounds, 0.95% hits;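 active = maximum activity change below -70%; inconclusive = maximum activity change from -70% to -50%; inactive = maximum activity change above -50%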;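 also: thallium influx rate constant from kinetic fluorescence after stimulation buffer; % is scaled to controls: 0 for no effect and ±100 for the full control effect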
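U2OS cells transduced with KCNH2 3.1 mutant virus (1.77 x 10^8 /mL, 4 h), plated overnight at 37 C, loaded 45 min with FluxOr dye plus Red40 quencher. Thallium flux rate constant from kinetic reads after stimulation buffer, normalised to controls.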
Mito fusion act = mitochondrial division inhibition or fusion activation; AID 485298; Potency, µM (top dose mostly 46.1 µM), without a hit: at the top dose growth rescue (activation), usual class: activators; 320,000 compounds, 0.23% hits; S. cerevisiae fusion-defective mutant growth rescue, CellTiterGlo 48 h;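 also: potency is read from the fitted curve at half-maximal effect; % of control where 0% means no effect; nearly all actives have a fitted effect of over 45% in size; temperature-sensitive fusion mutants such as fzo1-1 at 37 °C on non-fermentable ethanol glycerol medium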
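S. cerevisiae fusion-defective temperature-sensitive mutants (e.g. fzo1-1, mgm1-5) grown 48 h at 37C in YPEG (ethanol/glycerol non-fermentable) medium with 23 nl compound per well; growth rescue read as CellTiterGlo luminescence.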
RORg inh = blocks mouse ROR gamma transcriptional activity | P51450 | Drosophila S2 Gal4-RORgamma UAS-luciferase reporter, 20 h | Potency, µM (titrated, usually from 53.6 µM), inactives show at the top dose activity change, negative = inhibition, actives largely listed as inhibitors | 310,000 compounds, 5.4% hits; also: potency is read from the fitted curve at half-maximal effect; % is scaled to controls: 0 for no effect and ±100 for the full control effect; nearly all actives have a fitted effect of over 60% in size
Target sequence (P51450 whole entry, looked up, the tested form may be a part): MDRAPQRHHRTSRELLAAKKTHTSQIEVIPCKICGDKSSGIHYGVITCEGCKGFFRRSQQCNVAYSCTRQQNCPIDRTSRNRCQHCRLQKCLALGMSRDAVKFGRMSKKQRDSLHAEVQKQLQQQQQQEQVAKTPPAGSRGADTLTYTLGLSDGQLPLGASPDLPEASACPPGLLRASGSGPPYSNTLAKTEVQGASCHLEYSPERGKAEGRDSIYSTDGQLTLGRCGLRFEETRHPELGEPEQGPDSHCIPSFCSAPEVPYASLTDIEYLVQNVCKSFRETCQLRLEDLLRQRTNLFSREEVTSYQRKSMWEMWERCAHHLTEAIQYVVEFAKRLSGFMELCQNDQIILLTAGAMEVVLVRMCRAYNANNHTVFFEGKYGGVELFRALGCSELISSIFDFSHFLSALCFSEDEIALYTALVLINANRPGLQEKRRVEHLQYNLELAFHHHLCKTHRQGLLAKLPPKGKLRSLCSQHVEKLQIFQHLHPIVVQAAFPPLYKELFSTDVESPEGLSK
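Stably transfected Drosophila Schneider cells are the test system, with ROR gamma fused to Gal4 and luciferase under UAS control; luminescence is read after 20 hr of 700 uM copper sulfate induction at ambient temperature.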
NPC1 promoter act = NPC1 promoter activation; Huh7 NPC1 promoter luciferase reporter, 24 h; Potency, µM (series often up to 9.22 µM), inactives show at the top dose activation, actives largely listed as activators; 320,000 compounds, 2.4% hits;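 also: potency is read from the fitted curve at half-maximal effect; % of control where 0% means no effect; nearly all actives have a fitted effect of over 60% in size; reporter is driven by a mutant NPC1 promoter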
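Huh7 reporter cells (NPC1 promoter driving luciferase) are dosed with compound for 24 h at 37 °C, 5% CO2; luciferase detection reagent is then added and luminescence measured after 10 min at ambient temperature.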
Gal4-VP16 FLuc = counter-screen for ROR gamma inhibitors: Gal4-VP16 reporter; Drosophila S2 Gal4-VP16 UAS-luciferase, luminescence, 20 h; Potency, µM (doses to about 53.6 µM), for inactives: at the top dose activity, negative = inhibition, most hits filed as inhibitors; 310,000 compounds, 3.5% hits; AID 2546;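 also: Gal4-VP16 expression switched on by copper sulfate through the metallothionein promoter; potency is read from the fitted curve at half-maximal effect; % is scaled to controls: 0 for no effect and ±100 for the full control effect; nearly all actives have a fitted effect of over 50% in size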
FLuc modulator = counter-screen for miR-21 project: firefly luciferase inhibitors or activators; purified FLuc, Km substrates, luminescence inhibition; Potency, µM (series often up to 57.5 µM), for the others: at the highest dose activity change, negative = inhibition, usual class: inhibitors; 360,000 compounds, 6.9% hits; AID 588342;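 also: potency is read from the fitted curve at half-maximal effect; plate controls were vehicle for no effect and reference inhibitor for full effect; nearly all actives have a fitted effect of over 55% in size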
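Purified P. pyralis luciferase, 10 nM final, with Km-level 10 uM D-luciferin and 10 uM ATP in 50 mM Tris acetate pH 7.5, 10 mM Mg acetate, 0.01% Tween-20, 0.05% BSA; 6-point qHTS titration about 60 µM downward; luminescence read.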
ELG1 DNA repair = blocks ELG1-dependent DNA repair in HEK293T cells. 330,000 compounds, 2.3% hits. Potency, µM (top dose mostly 46.1 µM), without a hit: at the top dose activity change, negative = inhibition, most hits filed as inhibitors. HEK293T ELG1-luciferase reporter, luminescence, 16 h; DNA damage induced by 5-fluorouridine; also: potency is read from the fitted curve at half-maximal effect; % is scaled to controls: 0 for no effect and ±100 for the full control effect; nearly all actives have a fitted effect of over 55% in size
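Quantitative HTS, concentration-response format. 2,000 cells/well co-treated with 5-fluorouridine and compound, 16 hr in 5% CO2 at 37 °C; ONE-Glo luminescence read after 30 min.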
Menin-MLL TR inh = menin-MLL binding inhibition, Texas Red mutant peptide; O00255; Menin + Texas Red MLL mutant peptide, fluorescence polarization; Potency, µM (doses to about 61.6 µM), for the others: at the highest dose FP activity change, negative = inhibition, actives largely listed as inhibitors; 270,000 compounds, 0.23% hits; active = well fitted inhibition curve with a large enough effect in the polarisation, with a control signal flat, not every such curve was filed as active; inconclusive = small, poorly fitted or top-dose-only effect, or effect the other way, or a change in a side signal; inactive = no such curve, though single readings can be large or run the other way; the % refers to the polarisation; also: potency is read from the fitted curve at half-maximal effect; % of control where 0% means no effect; many of its hits are not listed in these tables
Target sequence (O00255 whole entry, looked up): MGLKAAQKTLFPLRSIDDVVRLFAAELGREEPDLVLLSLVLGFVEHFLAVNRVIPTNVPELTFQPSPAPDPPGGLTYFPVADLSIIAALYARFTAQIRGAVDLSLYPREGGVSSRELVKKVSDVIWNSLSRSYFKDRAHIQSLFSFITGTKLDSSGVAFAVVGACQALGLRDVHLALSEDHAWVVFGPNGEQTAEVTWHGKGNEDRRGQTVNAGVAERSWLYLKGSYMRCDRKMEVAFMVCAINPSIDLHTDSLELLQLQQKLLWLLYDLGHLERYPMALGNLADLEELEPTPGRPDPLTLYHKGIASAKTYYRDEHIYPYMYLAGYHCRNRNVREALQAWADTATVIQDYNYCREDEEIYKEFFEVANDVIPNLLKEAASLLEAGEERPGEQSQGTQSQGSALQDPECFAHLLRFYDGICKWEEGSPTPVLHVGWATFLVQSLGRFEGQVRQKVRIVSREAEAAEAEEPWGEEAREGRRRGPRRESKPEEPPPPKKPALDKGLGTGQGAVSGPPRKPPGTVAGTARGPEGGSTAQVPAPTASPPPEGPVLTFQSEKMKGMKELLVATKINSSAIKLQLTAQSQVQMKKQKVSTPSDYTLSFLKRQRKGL
PKM2 activator = PKM2 (human) enzyme activation. 260,000 compounds, 0.34% hits. purified PKM2, Kinase-Glo ATP luminescence, activation; response scale: 0% is enzyme alone, no compound. Potency, µM (series often up to 57.5 µM), for the others: at the highest dose activation, usual class: activators. AID 1631. P14618; also: potency is read from the fitted curve at half-maximal effect; % is scaled to controls: 0 for no effect and ±100 for the full control effect; nearly all actives have a fitted effect of over 55% in size
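Purified hPK-M2 (>95%) run at intermediate activity with 0.1 mM ADP and 0.5 mM PEP in 50 mM imidazole pH 7.2, KCl, MgCl2; 1 h room temperature. ATP formed read by Kinase-Glo luminescence; normalized to uninhibited and no-enzyme controls.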
Starred values were filed as active, the others as inactive; ? = inconclusive; / = no result given; [ ] = another dose, or the depositor's remark. Unless noted, calls follow the shape of the dose curve; as a rule, active = well fitted curve in the direction sought with a large enough effect; inconclusive = small, poorly fitted or top-dose-only effect, or another doubt; inactive = no such curve, though single readings can be large; an effect the other way counts as inactive or inconclusive. These rows are one share of the data (hit frequency here may not be typical).

SMILES | Rab9 prom act | MBNL1 CUG block | KCNH2 3.1 block | Mito fusion act | RORg inh | NPC1 promoter act | Gal4-VP16 FLuc | FLuc modulator | ELG1 DNA repair | Menin-MLL TR inh | PKM2 activator
c1coc(-c2nn3c(-c4ccco4)nnc3s2)c1 | 17% | 28% | -6 | -9% | -32% | 9% | 7% | -14% | 16% | -8% | 1%
O=C(NCc1ccc2c(c1)OCO2)C(=O)NCC1OCCCN1S(=O)(=O)c1ccc(F)cc1 (stereo not given) | 2% | -4% | 8 | 1% | ? | -4% | -2% | -2% | -4% | / | -6%
COc1ccc(Nc2nc3[nH]c(=O)cc(O)c3s2)cc1 | -9% | 15% | 12 | 8% | 11% | -7% | -12% | ? | 12% | ? | -15%
CCOC(=O)c1[nH]c2ccc(F)cc2c1NC(=O)c1cc(OC)c(OC)c(OC)c1 | 8% | -10% | -2 | 18% | 3% | 0% | 1% | 1% | 7.3µM* | ? | 4%
Cc1oc(/N=C/c2cccc3ccccc23)c(C#N)c1C | 1% | -2% | 5 | 1% | 12% | 0% | -10% | -8% | 0% | 5% | ?
Cc1ccc(NC(=O)CCNS(=O)(=O)c2ccc3[nH]c(=O)oc3c2)cc1C | -3% | -2% | -5 | 2% | -5% | 0% | 6% | 0% | 11% | -2% | /
O=C(NNC(=O)c1cc2ccccc2oc1=O)c1ccccc1[N+](=O)[O-] | 3% | ? | -3 | 8% | 22% | -3% | ? | 0% | 9% | 3% | 2%
CC(C)CN(CC(C)C)S(=O)(=O)N1CCC(C(=O)N2CCc3ccccc3C2)CC1 | -5% | -6% | -6 | 1% | 4% | -5% | -3% | 1% | -10% | -4% | -6%
Cc1cc2cc(CNC(=O)C(C)Oc3ccccc3)ccc2n1C (stereo not given) | 0% | -5% | -7 | 2% | 20% | -5% | 2% | 3% | -9% | / | 2%
CCNC(=O)NC(=O)C(C)Sc1ncc(C(F)(F)F)cc1Cl (stereo not given) | -2% | -3% | -9 | 1% | 3% | -5% | -15% | -3% | -3% | -12% | ?
CN(Cc1ccccc1)C(=O)c1ccccc1-c1ccccc1 | 10% | -8% | 5 | 3% | 13% | -9% | 22% | -11% | -16% | ? | -10%
Cc1ccc(OCC(O)CNC2CCCC2)cc1C (stereo not given) | -1% | -7% | 0 | -5% | -20%[1.91 µM] | -4% | 0% | 0% | 13% | -2% | 0%
O=C(CNC(=O)c1ccc(Br)cc1)N/N=C/c1cccnc1 | 3% | 18% | -2 | -4% | 2% | -1% | 5% | 5% | 15% | / | /
Cc1cc(C(=O)COC(=O)Cn2c(C(F)(F)F)nc3ccccc32)c(C)n1Cc1ccco1 | 7% | -5% | 0 | 3% | 24% | 0% | 0% | 21µM* | 6% | -2% | 1%
COc1cccc(N(CC(=O)Nc2cccnc2)S(C)(=O)=O)c1 | -9% | -8% | 2 | 1% | -1% | -3% | 2% | -2% | 14% | 20% | 3%
COc1ccc(C/C(C)=N/NC(=S)Nc2ccc(C(C)C)cc2)cc1 | -3% | -3% | 10 | -3% | 4.5µM* | 0% | ? | ? | -4% | 0% | 0%
CN(C)S(=O)(=O)c1ccc(NC(=O)c2ccccn2)cc1 | 1.6µM* | -2% | 20 | -4% | -33% | 2.5µM* | ? | 13µM* | ? | -20% | -15%
O=C(NCc1ccc(Cl)cc1)C1CCCN(c2ncnc3c2nc2n3CCCCC2)C1 (stereo not given) | -1% | -3% | -9 | 0% | -12% | -5% | 2% | -5% | 15µM* | -27% | /
CC(C)c1ccc(N(C(=O)c2csnn2)C(C(=O)NC(C)(C)C)c2cccnc2)cc1 (stereo not given) | 9% | -6% | -9 | 3% | 37% | -3% | -7% | -2% | 3% | -6% | /
COc1ccc(CC(=O)NC(C)CCc2ccccc2)cc1OC (stereo not given) | -8% | 2% | 4 | -3% | 37% | -1% | -5% | -1% | -6% | -7% | /
CC(=O)NNC(=O)CC(=O)Nc1nc(C23CC4CC(CC(C4)C2)C3)cs1 | 3% | -7% | -1 | -5% | -6% | 2% | 1% | ? | -7% | 13% | 1%
CC(C)(C)NC(=O)CSc1nccn1Cc1ccccc1 | 14% | 0% | 13 | -5% | -44% | 2% | 18% | -2% | -8% | 29% | 1%
O=C(NCC1CCCO1)C(=O)NCC(c1ccco1)N1CCN(c2ccc(F)cc2)CC1 (stereo not given) | -2% | / | 3 | 2% | -5% | -5% | -4% | -2% | -8% | -13% | 1%
CCOCCCNC(=O)C1CCC(=O)N1CCc1ccccc1 (stereo not given) | 0% | -7% | -21 | 1% | -21% | -11% | -2% | 0% | -20% | -10% | 9%
Cc1cccc2c1-c1sc(C(=O)Nc3cccc([N+](=O)[O-])c3C)cc1CO2 | -4% | -11% | -33 | -8% | 5% | -16% | ? | -1% | ? | 1% | -2%

Additional compounds follow.
SMILES | Rab9 prom act | MBNL1 CUG block | KCNH2 3.1 block | Mito fusion act | RORg inh | NPC1 promoter act | Gal4-VP16 FLuc | FLuc modulator | ELG1 DNA repair | Menin-MLL TR inh | PKM2 activator
O=C(O)c1ccc(Nc2nc(-c3cc4ccccc4oc3=O)cs2)cc1O | 2% | 33%[activator] | -7 | 5% | 22% | 8% | -18% | 4.8µM* | ? | ? | -4%
Cc1cccc(NC(=O)Cn2ccn(-c3ccc4c(c3)OCCO4)c(=O)c2=O)c1 | 2% | / | 12 | 3% | / | 1% | / | -9% | ? | / | /
FC(F)(F)c1ccccc1NC(=S)N1CCCCCC1 | -2% | -6% | -9 | -8% | ? | -7% | -7% | 2% | 17% | / | 1%
CCN(CC)c1ccc(C(=O)N/N=C(\C)c2ccc(OC)c(OC)c2)cc1 | 0% | 9% | 2 | -6% | 3% | -4% | 5% | -18% | 0% | 1% | -1%
CCNC(=O)c1ccc(-n2nc(C(F)(F)F)c3c2CCCC3)cc1 | -4% | 3% | -15 | 3% | ? | -4% | -5% | 4% | ? | -4% | 1%
COc1ccc(NC(=S)N2C3CCC2CC(NC(=O)NC24CC5CC(CC(C5)C2)C4)C3)c(OC)c1 (stereo not given) | -6% | -9% | 0 | 1% | ? | 2% | 9%[0.365 µM] | 1% | 3% | -2% | 4%
C[C@@H](NC(=O)[C@@H]1Cc2ccccc2CN1)C(=O)NC1CCCCC1 | 3% | 3% | -4 | 3% | 0% | -3% | 1% | 4% | 6% | / | /
Cn1nnc2cc(NC(=O)Nc3cccc(C(F)(F)F)c3)ccc21 | -4% | 7% | -25 | -2% | 15% | 10% | 5% | 0% | 21% | 14% | /
Cc1ccc(C)n1-c1ccc(C(=O)NCc2ccncc2)cc1 | -1% | -29% | 2 | -4% | 1% | -4% | -3% | -4% | ? | -9% | -3%
Cc1ccc(-n2c(-c3ccncc3)n[nH]c2=S)cc1C | -7% | -6% | 45 | 3% | 26% | -7% | 4% | -2% | 10% | -6% | -29%
COc1cc(NC(=O)COC(=O)c2nc3nc(C)cc(C)n3n2)cc(OC)c1 | -4% | 2% | 2 | 0% | -6% | 0% | -2% | 1% | -9% | -17% | -1%
Cc1ccc2ncccc2c1N | 3% | ? | 2 | 29% | -7% | -3% | -11% | 4% | -5% | 10% | 0%
C#CCOCCOCCOCCNc1nc(N2CCN(C(=O)CCCCCCCCCCNC(=O)[C@H](CO)n3cc(CCCSC)nn3)CC2)nc(N2CCN(C(=O)CCCCCCCCCCNC(=O)[C@@H]([C@H](C)O)n3cc(C)nn3)CC2)n1 | -1% | / | / | -10% | / | -2% | / | -3% | ? | / | /
N/C(=N\N=C\c1cccs1)SC1CC(=O)N(c2cccc([N+](=O)[O-])c2)C1=O (stereo not given) | -3% | 3% | -5 | -5% | -37% | -1% | 7% | 1% | 15% | ? | -2%
CN(C)S(=O)(=O)c1cccc(NC(=O)CN2C(=O)NC(CCc3ccccc3)C2=O)c1 (stereo not given) | -1% | -2% | 5 | -9% | 2% | -4% | -18% | -9% | -6% | 8% | -6%
COc1ccccc1N1CCN(C2=CC(=O)CCC2)CC1 | 5% | -9% | 1 | -5% | -31% | -9% | -11% | 1% | 11% | 2% | 6%

Screening results as filed in PubChem BioAssay.
